Bioassay records (PubChem BioAssay)
HSP90 refold inh: HSP90 inhibitors, primary screen, cell lysate, luminescence; AID 1789, 2009; Rabbit reticulocyte lysate, luciferase refolding luminescence, 3 h; inhibition, % at 5.6 µM; Heat shock protein HSP 90 (rabbit reticulocyte lysate; luciferase refolding); actives 0.91% (n = 290,000);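 active = inhibition above the screen-wide mean plus 3 SD, computed separately per campaign, cut at about 16% in these data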;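 note: 0% = DMSO wells and 100% = 60 µM geldanamycin wells; inhibitors lower the luminescence because luciferase stays unfolded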
GSK3B inh: human GSK3beta kinase inhibitors, primary screen, biochemical, cell-free homogeneous, HTS. activity score (negative = inhibition), % at 10 µM. Glycogen synthase kinase-3 beta (Homo sapiens), P49841. actives 0.038% (n = 300,000). AID 2097, 2009. GST-GSK3beta kinase, ADP-Glo luminescence, 60 min; active compounds read low;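 active = more than half of replicate wells score below -50%, meaning over 50% inhibition versus plate controls; inconclusive = some replicates but at most half score below -50%; inactive = no replicate scores below -50%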;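 note: 0% = median DMSO wells and -100% = median GW8510 positive control wells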
Target sequence (P49841 whole entry, looked up): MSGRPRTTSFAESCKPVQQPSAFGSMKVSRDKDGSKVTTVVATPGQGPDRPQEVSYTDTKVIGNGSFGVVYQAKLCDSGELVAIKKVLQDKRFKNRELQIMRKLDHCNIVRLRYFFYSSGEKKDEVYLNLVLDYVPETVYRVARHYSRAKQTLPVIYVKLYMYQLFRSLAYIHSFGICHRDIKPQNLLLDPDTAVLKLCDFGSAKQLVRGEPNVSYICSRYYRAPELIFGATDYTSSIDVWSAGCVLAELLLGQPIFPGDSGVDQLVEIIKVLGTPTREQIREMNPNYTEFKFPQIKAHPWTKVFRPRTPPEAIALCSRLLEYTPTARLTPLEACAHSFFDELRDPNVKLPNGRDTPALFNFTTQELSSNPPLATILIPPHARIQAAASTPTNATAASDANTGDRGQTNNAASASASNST
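Test system: GST-tagged human GSK3beta kinase, cell-free; evaluation: activity score scaled between in-plate DMSO and GW8510 controls; measured by: ADP-Glo luminescence; incubation: 60 min reaction, RT; benchmarks: DMSO and 20 µM GW8510; reagent: peptide substrate plus 25 µM ATP (final); medium: Tris/MgCl2 kinase buffer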
HSF1 inhib: HSF1 inhibitors in luciferase reporter cells, primary screen, cell-based, NIH3T3, luminescence; NIH3T3-HGL HSE-luciferase, MG132-induced, luminescence 8 h; active compounds read low; activity change, negative = inhibition, % at 7.5 µM (by protocol); actives 0.77% (n = 300,000); AID 2098, 2009;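 active = more than half of replicate wells show activity change below -50%, luminescence cut by over half; inconclusive = some wells, but at most half, below -50%; inactive = no replicate well below -50%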;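 note: luciferase reports HSF-1 transcriptional activity via heat shock element; 0% = median of DMSO wells and -100% = zero luminescence signal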
aSyn 5UTR inh: MLPCN primary screen, SNCA 5' untranslated region. alpha-synuclein 5'UTR reporter, inhibitor activity. inhibition, % (tested at 7.5 µM). actives 0.82% (n = 300,000). AID 1813, 2009; in the data active = inhibition above about 60%; inconclusive = no clear call, values can overlap the other calls;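 note: H4 neuroglioblastoma cells stably carrying SNCA 5'UTR luciferase fusion; 0% = DMSO wells and 100% = positive control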
KLF5 inhibitor: KLF5 expression inhibitors, primary screen, DLD-1 cells, luminescence; DLD-1 KLF5 promoter-luciferase reporter; inhibition, % at 5 µM; actives 0.23% (n = 290,000);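 active = inhibition above a per-plate limit of that plate's mean compound inhibition plus 3 SD, cut at about 60% in these data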;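 note: 0% = DMSO wells and 100% = LY294002 at 200 µM; higher means less KLF5 promoter-driven luciferase light; inactives centre near -14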
HSF-1 act: HSF-1 activators, primary screen, NIH3T3-HGL cells, MG132 stress, luminescence, single point | NIH3T3-HGL HSF-1 luciferase reporter, 8 h; 100% = twice DMSO control signal | activation, % at 9 µM | actives 1.7% (n = 300,000);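 active = mean replicate activation of at least 50% with a set share of replicates each reaching 50%; inconclusive = only one of those two conditions met; inactive = mean below 50% and too few replicates reaching it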;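 note: 0% = median of the neutral control wells and 100% = twice that signal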
AI-2 QS modul: Vibrio harveyi AI-2 quorum sensing modulators, primary screen, JMH597 strain, luminescence/OD600 ratio; Vibrio harveyi JMH597 AI-2 luminescence/OD600 ratio, 9 h; active compounds read low; strain lacks LuxN and CqsS sensors; 0 = neutral-control median; activity change, % at 7.5 µM; actives 0.4% (n = 300,000); in the data active = activity change below about -75%, passing the limit was not always enough; inconclusive = no clear call, values can overlap the other calls;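 note: luminescence divided by OD600 gain over 9 h not by final OD600 alone; inactives centre near 13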
PolyA inh: polyadenylation inhibitors in yeast reporter cells, primary screen, luminescence, S. cerevisiae | S. cerevisiae SKY197-pL101 polyadenylation reporter, beta-gal luminescence; efflux-impaired pdr1/pdr3 knockout yeast; score 100 = 6 SD above DMSO | calls only at 12 µM | actives 0.02% (n = 300,000) | AID 1875, 2009;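 active = lowest replicate activity score at least 50, where 100 means six control SD above control mean; inconclusive = lowest score under 50 but half or more replicates reach 50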;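 note: yeast exposed to compound for 9 h at 30 °C; higher score means more reporter readthrough which indicates perturbed polyadenylation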
GSK3A inh: blockers of GSK3A enzyme activity – biochemical, luminescence, cell-free homogeneous, HTS, primary screen. GSK-3 alpha kinase, ADP-Glo luminescence, 60 min. AID 2650, 2010. actives 0.1% (n = 320,000). inhibition, % at 10 µM. Glycogen synthase kinase-3 alpha (Homo sapiens), P49840;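 in the data active = inhibition above about 50%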;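 note: GST-tagged GSK-3 alpha with peptide substrate and 25 µM ATP; 0% = DMSO neutral wells and 100% = GW8510 positive control wells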
Target sequence (P49840 whole entry, looked up): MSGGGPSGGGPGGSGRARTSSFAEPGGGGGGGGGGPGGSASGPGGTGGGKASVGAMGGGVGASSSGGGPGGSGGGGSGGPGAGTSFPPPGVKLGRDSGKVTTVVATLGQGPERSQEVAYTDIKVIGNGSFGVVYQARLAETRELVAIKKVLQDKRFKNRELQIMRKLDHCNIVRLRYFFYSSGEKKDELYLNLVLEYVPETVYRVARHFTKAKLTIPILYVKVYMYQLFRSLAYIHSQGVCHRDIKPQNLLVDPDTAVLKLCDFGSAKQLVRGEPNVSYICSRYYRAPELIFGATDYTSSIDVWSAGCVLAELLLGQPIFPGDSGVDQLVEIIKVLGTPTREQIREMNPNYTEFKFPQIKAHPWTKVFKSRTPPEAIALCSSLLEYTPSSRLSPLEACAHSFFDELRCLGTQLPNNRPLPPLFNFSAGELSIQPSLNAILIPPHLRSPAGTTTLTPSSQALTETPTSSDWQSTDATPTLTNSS
IEC-6 cytotox: cytotoxicity in IEC-6 intestinal epithelial cells, primary screen, cytotoxicity control for KLF5 inhibitor project, cell-based, luminescence | IEC-6 cytotoxicity, luminescence viability | inhibition, % at 5 µM | actives 0.78% (n = 290,000) | AID 1825, 2009; in the data active = inhibition above about 22%;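 note: 0% = plate median of test compound wells and 100% = cytotoxic reference compound wells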
Starred values were filed as active, the others as inactive; i = inactive; u = inconclusive; x = no result given; & = joins results of further samples. A portion of the library, so the mix of outcomes need not match the whole.

SMILES | HSP90 refold inh | GSK3B inh | HSF1 inhib | aSyn 5UTR inh | KLF5 inhibitor | HSF-1 act | AI-2 QS modul | PolyA inh | GSK3A inh | IEC-6 cytotox
O=C(Nc1ccc([N+](=O)[O-])cc1)C(Cc1ccccc1)N1C(=O)c2cccc3cccc(c23)C1=O (stereo unspecified) | 4 | 2 | 3 | u | -6 | -1 | 28 | i | 2 | 12
CC(C)CC(=O)Nc1cccc(-c2csc(-c3ccccc3)n2)c1 | 2 | -2 | 8 | -37 | -13 | 8 | 23 | i | 0 | 3
CCOC(=O)c1c(NC(=O)CCS(=O)(=O)c2ccccc2)sc2c1CC(C)(C)NC2(C)C | -4 | -1 | -7 | -4 | 10 | -11 | 15 | i | 1 | 3
CCC/C=N/NC(=O)c1cccc(Br)c1 | 7 | -20 | 3 | -12 | -54 | 17 | 19 | i | -1 | -4
N#CCCn1nc(Cc2cccc3ccccc23)c(C#N)c1N | x | -1 | 2 | -2 | x | 8 | 3 | i | -2 | x
Cc1onc(-c2ccccc2Cl)c1C(=O)N1CCC(Cc2ccccc2)CC1 | 0 | 6 | 0 | -2 | -10 | -3 | 19 | i | -2 | -1
Cc1oc(-c2ccccc2F)nc1CS(=O)(=O)CC(=O)N1CCCCCC1 | 0 | 3 | 1 | 29 | -13 | -9 | 38 | i | -3 | 6
CC(=O)N1c2ccc(S(=O)(=O)N3CCCCC3)cc2CC1C (stereo unspecified) | 0 | 2 | -4 | 2 | -10 | 10 | 38 | i | 0 | -8
CCN(CC)S(=O)(=O)c1ccc(N2CCCCC2)c(C(=O)Nc2ccccc2N2CCOCC2)c1 | 0 | -1 | 10 | 2 | -14 | 5 | 43 | i | -1 | -2
Cc1ccc(C2C3=C(CCCC3=O)N=C3c4ccccc4C(=O)C32)cc1 (stereo unspecified) | -3 | 0 | -2 | 9 | 3 | -2 | -2 | i | -1 | 1
Cc1ccc(NC2=C(CC(=O)O)C(c3ccccc3)N(c3ccc(C)cc3)C2=O)cc1 (stereo unspecified) | 0 | 1 | 12 | -58 | -40 | 26 | 15 | i | -4 | -4
COCCC(=O)N1CCC(C(=O)Nc2ccc(Oc3ccccc3)nc2)CC1 | -5 | -1 | 12 | -77 | -55 | 16 | 41 | i | -1 | -4

Arranged by value in AI-2 QS modul (falling): some entries from above
SMILES | AI-2 QS modul
Cc1oc(-c2ccccc2F)nc1CS(=O)(=O)CC(=O)N1CCCCCC1 | 38
Cc1onc(-c2ccccc2Cl)c1C(=O)N1CCC(Cc2ccccc2)CC1 | 19
N#CCCn1nc(Cc2cccc3ccccc23)c(C#N)c1N | 3

Further entries follow.
SMILES | HSP90 refold inh | GSK3B inh | HSF1 inhib | aSyn 5UTR inh | KLF5 inhibitor | HSF-1 act | AI-2 QS modul | PolyA inh | GSK3A inh | IEC-6 cytotox
OCCC1CN(Cc2ccc(C(F)(F)F)cc2)CCN1Cc1ccccc1 (stereo unspecified) | -3 | 0 | 5 | -5 | 0 | -9 | 7 | i | -2 | 4
CCCCC(=O)Nc1ccc2c(c1)OCCO2 | -3 | -4 | 5 | -102 | -74 | 4 | 11 | i | 2 | -6
Cc1cc2c(ccc3[nH]onc32)n1 | 5 | -6 | -5 | -13 | -18 | -4 | -2 | i | 3 | -1
CN(C)C(CNc1ncnc2sc3c(c12)CCCCC3)c1ccco1 (stereo unspecified) | 4 | -2 | -2 | 10 | -25 | 14 | 29 | i | -1 | 5
CCn1c(O)c(/C=C2\C=Nc3ccccc32)sc1=Nc1ccc(C)cc1 | -2 | 0 | 7 | 22 | -18 | 20 | 3 | i | -2 | -2
Cc1cc(C)c2[nH]c(=O)c(CN(CC3CCCO3)C(=S)Nc3ccccc3)cc2c1 (stereo unspecified) | 3 | 1 | -10 | 8 | -4 | 2 | -12 | i | 3 | -4
CC(C)OCCCNc1ncc2c(n1)CC(c1cccs1)CC2=O (stereo unspecified) | 0 | -3 | -5 | 0 | -12 | -1 | 15 | i | 13 | -1
Cn1c(=O)[nH]c(=O)c2c1ncn2CCN1CCCCC1 | 3 | 0 | -2 | -15 | -77 | -5 | -5 | i | -9 | 0
Oc1cccc(/C=N/Nc2cccc3cccnc23)c1 | -2 | -2 | 25 | -142 | -34 | 15 | 27 | x | x | 2
COc1ccc(/C=N/NC(=O)c2[nH]c3ccc(C)cc3c2-c2ccccc2)c(C(=O)O)c1OC | -1 | 2 | 0 | 18 | -18 | -5 | 10 | i | 0 | 7
O=c1oc2ccccc2c(O)c1Sc1ccc(Cl)cc1 | x | -3 | 8 | 10 | x | -10 | 55 | i | 0 | x
CCOc1ccccc1NC(=O)C(OC(=O)c1ccc(NC(=O)CC#N)cc1)c1ccccc1 (stereo unspecified) | x | -1 | -2 | -3 | x | -3 | 24 | i | 2 | x
O=C(NC1(C(F)(F)F)NC(=O)N(Cc2cccnc2)C1=O)c1cccs1 (stereo unspecified) | -3 | -2 | -3 | 6 | -37 | 4 | 17 | i | -6 | -5
COCCNS(=O)(=O)c1cc2[nH]c3c(c2cc1C)C(=O)CC(C)(C)C3 | -2 | -1 | 4 | -2 | -11 | -4 | 16 | i | -1 | 1
CCCC(=O)NC(=S)Nc1cccc(NC(=O)c2ccccc2)c1 | 6 | 2 | -5 | -12 | 12 | -5 | 2 | i | -2 | 14
CC(=O)c1c(COC(=O)c2cccnc2)nc2ccccc2[n+]1[O-] | 4 | 0 | -8 | 34 | 6 | -14 | 8 | i | 1 | -6
Cc1cc(-c2nc3cccnc3s2)ccc1NS(=O)(=O)c1cccs1 | 13 | 2 | 7 | -167 | -13 | 23 | 2 | i | 2 | 2
CCNC(=O)COC(=O)/C=C/c1cccc(F)c1 | 0 | 3 | -3 | -52 | 0 | 2 | 30 | i | 1 | -6
COc1ccc(NC(=O)c2cnn3c(C(F)(F)F)cc(-c4ccco4)nc23)cc1OC | -1 | 2 | -4 | 0 | -42 | -8 | 17 | i | -1 | -7
COc1ccc(NC(=O)CSc2nc(=O)n(CCN(C)C)c3c2CCCC3)cc1 | x | 4 | -4 | -6 | x | -20 | 8 | i | -4 | x
NS(=O)(=O)c1ccc(SCc2ccccc2)nc1 | x | 2 | 2 | 41 | x | -2 | 25 | i | -3 | x
Cc1ccc(/C=N/N(C)S(=O)(=O)c2ccc(C)cc2)cc1 | 1 | 2 | 0 | -9 | -8 | -1 | 6 | i | -4 | 7
C/C(=N/NC(N)=S)c1ccc(Br)s1 | 3 | -1 | -7 | -47 | -7 | 1 | -3 | i | 2 | 5
Cc1ccc(OCC(=O)NNC(=O)C2CSC3(C)CCC(=O)N23)cc1 (stereo unspecified) | x | 2 | -5 | -12 | x | -7 | 13 | i | 3 | x
CCOC(=O)NC(=O)CSc1ccccn1 | 2 | 2 | 0 | -2 | -13 | 1 | 17 | i | -2 | 10
CN(C)C(=S)NCc1ccccc1 | -2 | 3 | 2 | 11 | -22 | 5 | 3 | i | -3 | 0
CC(=O)Nc1ccc(OCCOc2ccc(/C=C3\C(=N)N4N=C(C)SC4=NC3=O)cc2)cc1 | -4 | 0 | 1 | 1 | -3 | 7 | 26 | i | 1 | 0
CC(NC(=O)c1ccc(Cn2cc([N+](=O)[O-])cn2)o1)c1ccccc1 (stereo unspecified) | 0 | -2 | -3 | -5 | -6 | -5 | 21 | i | -1 | 0
COc1cc2ccc(=O)oc2c(O[C@@H]2O[C@H](CO)[C@@H](O)[C@H](O)[C@H]2O)c1O | -1 | 1 | -3 | 13 | -40 | -3 | 3 | i | -2&-2 | -8
CC(Oc1ccccc1)C(=O)N1CCc2ccccc2C1 (stereo unspecified) | -1 | -2 | 6 | -7 | -53 | 28 | 11 | i | -4 | -3
CC1CCCCN1CCCNC(=O)c1ccc2nc(N3CCCCC3)sc2c1 (stereo unspecified) | 7 | -1 | -8 | -326 | -158 | -8 | 17 | i | -3 | 12
CCOc1cc2[nH]c(=O)n(CC3CCC(C(=O)NCCCOC)CC3)c(=O)c2cc1OCC (stereo unspecified) | 3 | -5 | 2 | 9 | 8 | -6 | 23 | i | -3 | 4
COc1cc2c(cc1OC)C(c1cc3cc(OC)c(OC)cc3[nH]c1=O)N(C(=O)C1CC1)CC2 (stereo unspecified) | 1 | x | x | x | -10 | x | x | x | 1 | 2
O=C(NCc1ccco1)c1ccccc1NS(=O)(=O)c1ccc(Br)s1 | 1 | 1 | -5 | 33 | -6 | 4 | 7 | x | -2 | 3
CCN(CC)c1ccc(NC(=O)CCNC(=O)c2ccco2)cc1 | 0 | -3 | -11 | 16 | -2 | -17 | 4 | i | -3 | -2
CCCn1nc(NC(=O)c2ccco2)c2cc3cc(C)ccc3nc21 | 1 | -24 | 2 | -15 | -30 | 9 | 14 | i | 0 | -4
CCCCc1c(C(=O)O)cc(OC)cc1C(=O)O | -1 | -1 | -2 | 9 | -13 | -1 | 12 | i | -2 | -4

Some values from the results shown:
For HSP90 refold inh, Cc1oc(-c2ccccc2F)nc1CS(=O)(=O)CC(=O)N1CCCCCC1 has the entry 0
For GSK3A inh, Cc1onc(-c2ccccc2Cl)c1C(=O)N1CCC(Cc2ccccc2)CC1 has the entry -2
For HSF1 inhib, CCNC(=O)COC(=O)/C=C/c1cccc(F)c1 has the entry -3

2 neighbouring records out of the list so far, quoted:
SMILES | HSP90 refold inh | GSK3B inh | HSF1 inhib | aSyn 5UTR inh | KLF5 inhibitor | HSF-1 act | AI-2 QS modul | PolyA inh | GSK3A inh | IEC-6 cytotox
CCCn1nc(NC(=O)c2ccco2)c2cc3cc(C)ccc3nc21 | 1 | -24 | 2 | -15 | -30 | 9 | 14 | i | 0 | -4
CCCCc1c(C(=O)O)cc(OC)cc1C(=O)O | -1 | -1 | -2 | 9 | -13 | -1 | 12 | i | -2 | -4
